# Source: PubChem (National Center for Advancing Translational Sciences (NCATS))
# POLI inh: DNA polymerase iota (human) inhibition; Q9UNA4; Pol iota fluorescent replication assay, 10 min; Potency, µM (series often up to 115 µM), without a hit: at the top dose activity, negative = inhibition, usual class: inhibitors; hit rate 1% among 390,000; AID 588590; note: potency is the fitted concentration of half-maximal effect
#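 Pol iota at 10 nM preincubated 15 min with compounds at room temperature; reaction started with fluorescent substrate, 50 nM final. Fluorescence read kinetically at 0 and 10 min; buffer-only wells as negative control.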
# RXFP1 antag: antagonists of human relaxin receptor RXFP1; activity change, negative = inhibition, % at 57.5 µM; hit rate 0.59% among 350,000; AID 1259400; HEK293-RXFP1, relaxin-stimulated cAMP HTRF, 30 min; active compounds read low;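 active = activity change of -60% or lower, but not beyond a set lower limit; inconclusive = change between -60% and -40%, or beyond the set limit; inactive = change above -40%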; note: % is set by controls: 0 for no effect and ±100 for the full control effect
# BLM helicase inh: blocks DNA unwinding by human BLM helicase | AID 2528 | P54132 | recombinant BLM DNA unwinding, fluorescence dequenching | hit rate 0.2% among 350,000 | Potency, µM (titrated, usually from 56.1 µM), for inactives: at the top dose activity change, negative = inhibition, hits mostly inhibitors;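 note: potency is the fitted concentration of half-maximal effect; plate controls were vehicle for no effect and no enzyme for full effect; nearly all actives have a fitted effect of over 35% in size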
# APEX1 inh: inhibitors of human APE1 endonuclease. P27695. Potency, µM (doses to about 65.8 µM), without a hit: at the top dose activity change, negative = inhibition, hits mostly inhibitors. hit rate 0.35% among 350,000. AID 2517. recombinant APE1, TAMRA/BHQ-2 abasic DNA cleavage fluorescence;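 note: potency is the fitted concentration of half-maximal effect; plate controls were vehicle for no effect and reference inhibitor for full effect; nearly all actives have a fitted effect of over 55% in size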
#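 Substrate: short duplex with […] THF abasic site, 5'-TAMRA and 3'-BHQ-2, 50 nM final. APE1 at 0.75 nM, preincubated 15 min RT with compound. Fluorescence increase from first to third read measured activity.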
# Tb PGK inh: blocks T. brucei phosphoglycerate kinase. AID 602233. PGK/GAPDH coupled, Kinase-Glo luminescence, 60 min. Potency, µM (doses to about 57.5 µM), for the others: top-dose activity change, negative = inhibition, usual class: inhibitors. hit rate 0.043% among 380,000; note: potency is the fitted concentration of half-maximal effect; % is set by controls: 0 for no effect and ±100 for the full control effect; nearly all actives have a fitted effect of over 60% in size
#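 Recombinant glycosomal PGK reaction used 1,3-bisphosphoglycerate generated in-well by GAPDH (100nM final) in 100mM TEA pH 7.6, 5mM MgCl2, 0.01% Tween-20. After 60 minutes at room temperature, ATP was read by Kinase-Glo Plus luminescence end-point.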
# POLB inh: blocks human DNA polymerase beta activity; P06746; Pol beta primer extension/strand displacement, fluorescence kinetic; Potency, µM (top dose mostly 114 µM), for inactives: at the top dose activity change, negative = inhibition, actives largely listed as inhibitors; hit rate 1.3% among 340,000; AID 485314; note: potency is the fitted concentration of half-maximal effect; % is set by controls: 0 for no effect and ±100 for the full control effect
#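 Preincubation: enzyme (10 nM) with compound, 15 min, RT. Reaction: substrate added to 50 nM final. Reads: 0 and 10 min. Analysis: normalized, Hill fit.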
# POLH inh: blocks human DNA polymerase eta activity; hit rate 1.2% among 390,000; recombinant Pol eta, fluorescent DNA replication assay; Q9Y253; Potency, µM (highest dose often 114 µM), for inactives: top-dose activity change, negative = inhibition, hits mostly inhibitors; note: potency is the fitted concentration of half-maximal effect; % is set by controls: 0 for no effect and ±100 for the full control effect
#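 Fluorescent replication assay: 50 nM final substrate added after a 15 min room-temperature compound preincubation with 10 nM enzyme. Signal taken at 0 min and again at 10 min.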
# Anesthetic bind: binds horse apoferritin like a general anesthetic; Potency, µM (doses to about 77.5 µM), for the others: top-dose activity change, negative = displacement, most hits filed as inhibitors; hit rate 0.074% among 350,000; apoferritin/1-aminoanthracene competitive binding, fluorescence; note: potency is the fitted concentration of half-maximal effect; % is set by controls: 0 for no effect and ±100 for the full control effect; nearly all actives have a fitted effect of over 20% in size
# Target sequence (P02791 2-175 limits assumed): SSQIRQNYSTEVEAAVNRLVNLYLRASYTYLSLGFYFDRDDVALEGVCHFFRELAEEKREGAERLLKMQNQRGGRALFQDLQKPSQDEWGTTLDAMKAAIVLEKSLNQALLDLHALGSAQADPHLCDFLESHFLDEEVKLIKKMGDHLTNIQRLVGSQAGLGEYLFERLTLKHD
#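 Horse-spleen apoferritin (10 uM) was mixed with 50% saturated 1-aminoanthracene in PBS, exposed to compounds for 10 min at room temperature, and read for fluorescence (ex 380 nm, em 535 nm). Competitive displacement was fitted with a four-parameter Hill equation.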
# POLK inh: DNA polymerase kappa (human) inhibition; Q9UBT6; purified Pol kappa, fluorescent DNA synthesis assay, 10 min; Potency, µM (titrated, usually from 107 µM), for inactives: at the top dose activity, negative = inhibition, actives largely listed as inhibitors; hit rate 0.53% among 400,000; note: potency is the fitted concentration of half-maximal effect; % is set by controls: 0 for no effect and ±100 for the full control effect
# Target sequence (Q9UBT6 whole entry, looked up): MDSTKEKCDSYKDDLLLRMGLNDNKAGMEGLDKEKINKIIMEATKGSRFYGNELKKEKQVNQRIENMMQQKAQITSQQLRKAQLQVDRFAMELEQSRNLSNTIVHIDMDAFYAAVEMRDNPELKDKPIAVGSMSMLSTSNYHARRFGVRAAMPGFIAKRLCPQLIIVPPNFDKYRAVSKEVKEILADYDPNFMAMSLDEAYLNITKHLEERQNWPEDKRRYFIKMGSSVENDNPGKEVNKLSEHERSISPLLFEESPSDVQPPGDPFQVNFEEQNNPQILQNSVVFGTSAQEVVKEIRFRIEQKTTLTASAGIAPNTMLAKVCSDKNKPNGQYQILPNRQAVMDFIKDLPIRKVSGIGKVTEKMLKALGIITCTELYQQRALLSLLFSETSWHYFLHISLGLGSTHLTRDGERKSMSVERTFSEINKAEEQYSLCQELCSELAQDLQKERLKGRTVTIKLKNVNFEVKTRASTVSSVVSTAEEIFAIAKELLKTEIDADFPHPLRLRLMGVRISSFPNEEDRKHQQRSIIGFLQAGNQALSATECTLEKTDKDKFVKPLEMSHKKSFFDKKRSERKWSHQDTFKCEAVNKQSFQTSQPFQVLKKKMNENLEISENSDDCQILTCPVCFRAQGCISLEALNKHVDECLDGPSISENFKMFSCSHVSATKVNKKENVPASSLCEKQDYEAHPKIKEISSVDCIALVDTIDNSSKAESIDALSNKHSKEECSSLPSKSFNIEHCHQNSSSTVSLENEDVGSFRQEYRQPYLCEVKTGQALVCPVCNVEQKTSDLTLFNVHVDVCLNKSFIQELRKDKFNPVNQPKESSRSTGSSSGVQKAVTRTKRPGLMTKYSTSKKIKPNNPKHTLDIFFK
#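 50 nM final substrate added after 15 min RT preincubation of 10 nM Pol kappa with compound; fluorescence read at 0 and 10 min.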
# Starred values were filed as active, the others as inactive; i = inactive; ? = inconclusive; nt = not tested or not shown; [ ] = remark or other dose. Unless noted, calls come from the whole dose curve; as a rule, active = well fitted curve in the direction sought with a large enough effect; inconclusive = small, poorly fitted or top-dose-only effect, or another doubt; inactive = no such curve, though single readings can be large; an effect the other way counts as inactive or inconclusive. This is a subset (hit frequency here may not be typical).
SMILES,POLI inh,RXFP1 antag,BLM helicase inh,APEX1 inh,Tb PGK inh,POLB inh,POLH inh,Anesthetic bind,POLK inh
Cc1cccc(NC2=Nc3ccccc3N3C2=Nc2c(c(C)nn2-c2ccccc2)C3c2ccc(O)c(O)c2)c1 (stereo not drawn),6%,-4,-6%,-4%,5%,2%,-12%,-4%,-1%
O=C(Nc1ccncc1)c1ccc2c(c1)C(=O)N(CC1CCCO1)C2=O (stereo not drawn),-8%,-8,3%,17%,6%,43%,-17%,-4%,-9%
COc1ccc(/C=N/Nc2nc(-c3ccc(C)cc3)c(NC(C)=O)s2)cc1OC,161%[activator],-12,-10%,10%,-3%,32%,-17%,-3%,-12%
Nc1nnnn1/N=C/c1ccco1,13%,11,-2%,2%,-3%,11%,-3%,-3%,-3%
O=C(O)CCC(=O)N1CCc2cc(S(=O)(=O)N3CCC(Cc4ccccc4)CC3)ccc21,-16%,-11,-16%,-1%,-7%,?,-1%,?,-21%
COC(=O)c1cc(NS(=O)(=O)c2cc(Br)cc3c2N(C(C)=O)CC3)cc(C(=O)OC)c1,-16%,3,2%,nt,-9%,?,5%,0%,-3%[60.1 µM]
CCc1ccc(NC(=O)c2noc3c2CCc2ccccc2-3)cc1,7%,-30,0%,-1%,3%,2%,-20%,-24%,-13%
Cc1ccc(S(=O)(=O)NC(Cc2ccccc2)C(=O)O)cc1C (stereo not drawn),94%[activator],-8,0%,-9%,7%,?,-9%,-12%,-5%
COc1ccc(C(=O)COC(=O)CN2C(=O)NC3(CC(C)CC(C)(C)C3)C2=O)c(OC)c1 (stereo not drawn),?,-4,nt,1%,-1%,nt,?,nt,-14%
Cc1cccc(N(C(=O)c2csnn2)C(C(=O)NCc2ccccc2)c2ccc(C)o2)c1 (stereo not drawn),21%,18,-6%,34%,7%,-1%,-19%,-8%,-4%
O=C(O)C1CCCCC1C(=O)Nc1nc(-c2ccc(Cl)s2)cs1 (stereo not drawn),?,5,-6%,-1%,-9%,16µM*,45µM*,?,?
O=C(Nc1ccccc1Cl)NC1(C(=O)NCc2ccncc2)CCCCC1,3%,12,-4%,59%[activator],0%,7%,5%,-1%,-6%
Cc1cc(OCC(=O)NCc2ccccn2)c2c(C)c(Cc3ccccc3)c(=O)oc2c1,20%,0,-1%,-14%,0%,?,-5%,4%,-8%
NC(=O)C1CCN(C(=O)c2cn(-c3ccccc3)nc2-c2cccnc2)CC1,5%,4,nt,-6%,-2%,nt,-2%,nt,-4%
CSc1ccc(CN2CCC(C(=O)NCc3ccc(C)cc3)CC2)cc1,13%,-5,3%,0%,-8%,-11%,-7%,-8%,-3%
O=C(NC1CC1)c1ccc(S(=O)(=O)NCC2CCCCC2)cc1,27%,-4,-4%,-2%,-10%,-4%,-8%,-4%,-3%
CC1(C)Nc2ccccc2C(=O)N1NS(=O)(=O)c1ccccc1,-23%,0,-1%,2%,-6%,-11%,-17%,86%[activator],-13%
O=C1CSC(c2ccco2)N1 (stereo not drawn),-14%,-5,1%,-2%,-8%,20%,-13%,-11%,1%
COc1cc(OC)cc(-c2c(C#Cc3ccsc3)c3cc(-c4cc(F)cc(F)c4)ccc3n2C)c1,12%,nt,nt,-5%,-4%,nt,1%,nt,5%
COc1ccccc1Nc1ccc(NC(=O)c2cccc([N+](=O)[O-])c2C)cc1,?,9,-9%,-16%,nt,8%,-7%,?,-8%

# POLH inh, what is marked active above
Molecule | POLI inh | RXFP1 antag | BLM helicase inh | APEX1 inh | Tb PGK inh | POLH inh | Anesthetic bind | POLK inh
O=C(O)C1CCCCC1C(=O)Nc1nc(-c2ccc(Cl)s2)cs1 (stereo not drawn) | ? | 5 | -6% | -1% | -9% | 45µM* | ? | ?

# 3 of the entries above in order of their number in POLI inh, low to high:
Structure,POLI inh,RXFP1 antag,BLM helicase inh,APEX1 inh,Tb PGK inh,POLH inh,Anesthetic bind,POLK inh
CC1(C)Nc2ccccc2C(=O)N1NS(=O)(=O)c1ccccc1,-23%,0,-1%,2%,-6%,-17%,86%[activator],-13%
COc1cc(OC)cc(-c2c(C#Cc3ccsc3)c3cc(-c4cc(F)cc(F)c4)ccc3n2C)c1,12%,nt,nt,-5%,-4%,1%,nt,5%
O=C(NC1CC1)c1ccc(S(=O)(=O)NCC2CCCCC2)cc1,27%,-4,-4%,-2%,-10%,-8%,-4%,-3%

# Continued.
SMILES,POLI inh,RXFP1 antag,BLM helicase inh,APEX1 inh,Tb PGK inh,POLB inh,POLH inh,Anesthetic bind,POLK inh
O=C(Nc1cccc([N+](=O)[O-])c1)c1ccc2ccccc2c1O,2%,-14,-8%,-5%,2%,40µM*,-3%,2%,-12%
COC(=O)[C@@]1(Cc2ccccc2)[C@H]2C(=O)N(C)C(=O)[C@H]2[C@H]2CN=C(SC)N21,11%,nt,nt,-15%,-5%,nt,-13%,nt,-11%
CCc1c(C)c2cc(Cl)c(O)c(CN(CC)CC)c2oc1=O,-5%[58.9 µM],12,-2%,8%,i,16%,0%,823%[activator],-6%
c1ccc(-c2ccc(OCCN3CCOCC3)cc2)cc1,9%,2,-1%,-5%,7%,11%,-16%,-16%,-7%
CC(O)CNC(=S)Nc1ccccc1 (stereo not drawn),114%[activator],-5,-5%,-2%,i,9%,-17%,-2%,-3%
O=C(c1ccccc1NS(=O)(=O)c1ccc(F)cc1)N1CCOCC1,26%,-15,-1%,9%,-4%,11%,-18%,1%,-17%
Cc1ccc(S(=O)(=O)N2CCN(C(=O)CN3CCN(c4ccc(O)cc4)CC3)CC2)cc1,?,7,nt,nt,0%,nt,3%,nt,-5%
CCc1c(C)[nH]n(CCC#N)c1=O,-10%,5,-1%,1%,-3%,12%,-15%,-5%,-7%
Cc1ccc(C)c(NC(=O)CN(C)C(=O)c2ccc(Cl)nc2)c1,19%,-10,-5%,2%,3%,23%,7%,0%,-15%
CCOc1ccc(S(=O)(=O)N(CC)CC(=O)NCc2ccccn2)cc1C,72%[activator],1,0%,74%,0%,1%,-17%,-1%,7%
CC(=O)CSc1nsc(SCC(C)=O)c1C#N,?,8,-3%,-2%,0%,-14%,?,-9%,-4%
COc1ccc(C)cc1NC(=O)CSc1nnc(CC(=O)Nc2cccc(C(F)(F)F)c2)n1C,1%[58.9 µM],11,-1%,-5%,4%,12%,-7%,-3%,-4%
Cc1[nH]c2ccccc2c1C(=O)COC(=O)c1ccc2c(=O)n3c(nc2c1)CCC3,1%,-5,2%,0%,-2%,47%,14%,-15%,-12%
Cc1cc(C(=O)N(Cc2nnc(-c3ccc(Cl)cc3)o2)C(C)C)c2ccccc2n1,0%,-3,nt,-8%,3%,nt,-6%,nt,-15%
Cc1cc(O)cc(=O)n1C,34%[activator],8,-4%,-7%,0%,9%,-4%,0%,-3%
CCCCN(CCCNC(=O)CN1C(=O)COc2ccccc21)c1ccccc1,4%,-9,-13%,0%,-4%,-14%,-2%,-9%,-13%
CC(C)Sc1nc(N)nc2c1ncn2C1OC(CO)C(O)C1O (stereo not drawn),-1%,-6,nt,nt,-2%,nt,-9%,nt,-16%
CCn1c(C(=O)NCc2cccnc2)cc2sc(Cl)cc21,18%,-12,-3%,-4%,-8%,-5%,-9%,8%,-10%
NNC(=O)Cn1c2ccccc2c2ccccc21,52%[activator],-4,-1%,5%,-9%,1%,-11%,0%,1%
Cc1ccc(S(=O)(=O)N2CCC(C(=O)N(C)C3CCS(=O)(=O)C3)CC2)cc1 (stereo not drawn),-2%,6,-1%,-2%,-1%,19%,-14%,-3%,-9%
Cn1c(N2CCOCC2)c(/C=N/OC(=O)c2ccc(F)cc2)c2ccccc21,12%,-17,-5%,-3%,-6%,-1%,-6%,-11%,-23%
Oc1cccc(Nc2ncnc3c2oc2ccccc23)c1,19%,3,-2%,21%,-9%,?,-20%,-6%,-5%
Cc1ccc([N+](=O)[O-])cc1NC(=O)c1cccs1,-10%,-4,-9%,?,-3%,16%,3%,-13%,-6%
Cc1ccc2c(C)c(C(=O)N(Cc3ccc(N(C)C)cc3)C3CCS(=O)(=O)C3)oc2c1 (stereo not drawn),9%,-12,-8%,12%,-7%,?,-17%,0%,1%
Cc1ccc(N2CC(C(=O)NC3=NCCS3)CC2=O)cc1C (stereo not drawn),5%,-10,4%,3%,-6%,4%,-8%,-12%,-9%
CC(=O)c1cccc(NC(=O)Cc2ccc3c(c2)CCCC3)c1,15%,6,-2%,-4%,5%,39%,0%,-22%,-5%
Cc1cccc(NS(=O)(=O)c2c(C)noc2C)c1,17%,9,-1%,9%,-6%,1%,-6%,?,-5%
Cc1ccc(S(=O)(=O)Nc2c(C)n(C)n(-c3ccccc3)c2=O)cc1C(=O)OCC(=O)N1CCCC(C)C1 (stereo not drawn),61%[activator],3,-1%,0%,2%,35%,-10%,-13%,1%

# Arranged by count of non-hydrogen atoms (low to high): 3 of the compounds above
SMILES,POLI inh,RXFP1 antag,BLM helicase inh,APEX1 inh,Tb PGK inh,POLB inh,POLH inh,Anesthetic bind,POLK inh
c1ccc(-c2ccc(OCCN3CCOCC3)cc2)cc1,9%,2,-1%,-5%,7%,11%,-16%,-16%,-7%
O=C(Nc1ccncc1)c1ccc2c(c1)C(=O)N(CC1CCCO1)C2=O (stereo not drawn),-8%,-8,3%,17%,6%,43%,-17%,-4%,-9%
Cc1cccc(NC2=Nc3ccccc3N3C2=Nc2c(c(C)nn2-c2ccccc2)C3c2ccc(O)c(O)c2)c1 (stereo not drawn),6%,-4,-6%,-4%,5%,2%,-12%,-4%,-1%
